# TDP1 cell noCPT = qHTS for Inhibitors of human tyrosyl-DNA phosphodiesterase 1 (TDP1): qHTS in cells in absence of CPT; hit rate 15% among 420,000; Potency, µM (series often up to 46.2 µM), inactives show top-dose activity change, negative = growth inhibition, usual class: inhibitors; DT40 Tdp1-/- hTDP1 cells, no CPT, ATP luminescence, 48 h; AID 686978, 2013; also: nearly all actives have a fitted effect of over 55% in size
#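 Growth of hTDP1-complemented DT40 Tdp1-knockout cells is measured by ATP luminescence after at least 48 hr compound exposure at 37 °C, with DMSO substituting for the 20 nM CPT used in the parallel screen.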
# TDP1 cell CPT = qHTS for Inhibitors of human tyrosyl-DNA phosphodiesterase 1 (TDP1): qHTS in cells in presence of CPT; Potency, µM (series often up to 46.2 µM), for the others: at the highest dose activity change, negative = growth inhibition, actives largely listed as inhibitors; chicken DT40 Tdp1-/-;hTDP1 cells + 20 nM CPT, ATP luminescence, 48 h; hit rate 12% among 420,000; AID 686979, 2013; also: nearly all actives have a fitted effect of over 55% in size
#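 Chicken DT40 Tdp1-/- cells stably complemented with human TDP1 were seeded at 400 cells/well in medium containing 20 nM camptothecin, exposed to pin-transferred compounds, and grown at 37 °C for at least 48 hr. Viability was read as ATP luminescence.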
# GCN5L2 inh = qHTS Assay for Inhibitors of GCN5L2. Potency, µM (doses to about 58.9 µM), without a hit: top-dose activity change, negative = inhibition, most hits filed as inhibitors. hit rate 0.21% among 390,000. AID 504327, 2011. Histone acetyltransferase KAT2A (Homo sapiens), Q92830. GCN5L2 HAT assay, ThioGlo1 CoA-SH fluorescence
# Target sequence (Q92830 whole entry, looked up): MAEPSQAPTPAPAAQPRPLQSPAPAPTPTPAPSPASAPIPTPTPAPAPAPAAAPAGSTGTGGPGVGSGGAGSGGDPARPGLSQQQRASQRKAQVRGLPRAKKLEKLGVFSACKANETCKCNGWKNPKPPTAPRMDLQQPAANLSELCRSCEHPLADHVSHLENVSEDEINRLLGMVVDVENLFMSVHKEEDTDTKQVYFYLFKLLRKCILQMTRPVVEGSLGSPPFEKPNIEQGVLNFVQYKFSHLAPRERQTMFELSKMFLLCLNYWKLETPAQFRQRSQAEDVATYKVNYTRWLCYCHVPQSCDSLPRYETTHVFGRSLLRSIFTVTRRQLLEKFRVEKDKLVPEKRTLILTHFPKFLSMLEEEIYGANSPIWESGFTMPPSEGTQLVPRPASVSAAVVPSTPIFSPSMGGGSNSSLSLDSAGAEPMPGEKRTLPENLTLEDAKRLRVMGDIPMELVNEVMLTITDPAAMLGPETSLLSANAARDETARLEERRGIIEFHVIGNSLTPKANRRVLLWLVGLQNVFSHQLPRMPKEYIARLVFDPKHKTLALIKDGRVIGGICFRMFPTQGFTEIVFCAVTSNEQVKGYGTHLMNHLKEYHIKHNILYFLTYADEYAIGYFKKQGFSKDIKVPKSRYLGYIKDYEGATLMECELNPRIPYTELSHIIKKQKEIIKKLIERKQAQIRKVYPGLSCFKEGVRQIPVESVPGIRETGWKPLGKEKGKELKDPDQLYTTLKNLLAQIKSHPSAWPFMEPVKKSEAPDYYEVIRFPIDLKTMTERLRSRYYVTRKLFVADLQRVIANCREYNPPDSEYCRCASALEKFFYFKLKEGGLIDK
#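 GCN5L2 (20 nM) in 50mM HEPES pH 7.5, 0.1mM EDTA, 0.01% Tween-20 preincubated 15 min with compounds at room temperature. Reaction started with H3(1-25) 75uM, acetyl-CoA 70uM, ThioGlo1 50uM; CoA-thiol fluorescence (Ex340/Em540) read at 0 and 20 min.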
# Numbers without * were called inactive; ? = inconclusive; nt = no result given; & = joins results of further samples; [ ] = dose if it differs, or a comment. Calls follow the shape of the dose curve; as a rule, active = well fitted curve in the direction sought with a large enough effect; inconclusive = small, poorly fitted or top-dose-only effect, or another doubt; inactive = no such curve, though single readings can be large; an effect the other way counts as inactive or inconclusive. % is scaled to controls: 0 for no effect and ±100 for the full control effect; potency is read from the fitted curve at half-maximal effect.
cpd	smiles	TDP1 cell noCPT	TDP1 cell CPT	GCN5L2 inh
1	Fc1ccc(Nc2ccnc(-c3ccc4c(c3)OCO4)n2)cc1	-19%	?	28µM*
2	CNC(=O)c1c(NC(=O)CCS(=O)(=O)c2ccc(C)cc2)sc(C)c1C	?	?	1%
3	O=C(NCC(c1ccco1)N1CCc2ccccc2C1)c1ccc([N+](=O)[O-])cc1 (stereo not given)	23µM*	?	-7%
4	O/N=C(\c1ccc(Cl)cc1)c1ncc(C(F)(F)F)cc1Cl	-20%	?	-8%
5	COc1ccc(OC)c(NC(=O)C2CC(/C=C/c3ccccc3)=NO2)c1 (stereo not given)	-23%	1%	-28%
6	CSc1nnc(-c2ccccc2)o1	0%	-2%	-1%
7	OC[C@@H]1CN(Cc2cccc(C(F)(F)F)c2)C[C@H](n2cnc3c(NCc4ccncc4)ncnc32)O1	?	?	nt
8	O=C(NCc1cccnc1)c1ccc(-c2cccc(Cl)c2Cl)o1	?	3%	-6%
9	COc1ccc(-c2nnc(NC(=O)c3ccc(S(=O)(=O)N4COCC4(C)C)cc3)o2)cc1	3.7µM*	3.7µM*	-3%
10	CCCC(CCC)C(=O)Nc1ccc2c(c1)N(C(=O)CN1CCN(C)CC1)c1ccccc1CC2	?	?	3%
11	COc1cc(C(=O)COC(=O)c2ccncc2)cc(OC)c1OC	-6%	-2%	-3%
12	CSc1ccc(/C=C/c2nc3ccccc3n2S(=O)(=O)c2cccc(Cl)c2)cc1	10µM*	13µM*	-7%
13	CCc1ccc(OCC(=O)O/N=C(\N)Cc2ccc([N+](=O)[O-])cc2)cc1	?	-17%	-5%
14	CC(=O)c1cc(C#N)c(SCC(=O)O)nc1C	-8%	-3%	-2%[0.501 µM]
15	CCCCOc1ccc(-c2nnc(-c3ccncc3)o2)cc1	21µM*	?	-5%
16	CCc1nnc(NS(=O)(=O)c2ccc(NC(=S)NC(=O)c3ccc(F)cc3)cc2)s1	1%	-1%	-5%
17	CC(C)c1onc(C(=O)N(C)Cc2ccccc2)c1[N+](=O)[O-]	-13%	14%	-10%
18	CCCn1c(SCC(=O)Nc2nc(-c3ccc(OC)cc3)cs2)nc2c1c(=O)n(C)c(=O)n2C	?	?	-5%
19	CCN(CC)CCOC(=O)c1ccc(Nc2c3c(nc4ccccc24)CCC3)cc1	18µM*	?	-3%
20	CCN(Cc1ccccc1)C(=O)Cn1c(=O)n(Cc2ccccc2)c(=O)c2c1c1cc(OC)ccc1n2C	?	2%	-4%
21	COc1ccccc1C(=O)N(Cc1cc2cc3c(cc2nc1N(C)C)OCO3)CC1CCCO1 (stereo not given)	?	?	nt
22	Cc1nn(C(=O)c2cccs2)c(C)c1CN1C(=O)c2ccccc2C1=O	-15%	?	-2%
23	O=C1C2CCCCC2C(=O)N1c1cccc(OS(=O)(=O)c2ccccc2)c1 (stereo not given)	-5%	1%	0%
24	CCC(=O)c1c[nH]c(C(=O)NCc2ccccc2OC)c1	-25%	?	-15%
25	COc1ccc(C2CC(c3ccccc3Cl)=NN2c2ccc(S(N)(=O)=O)cc2)cc1 (stereo not given)	?	?	-10%
26	CCNc1nc(SCC(=O)OC)nc(N2CCOCC2)n1	-5%	-8%	-1%
27	Cn1c(SCC(=O)NC(=O)NCc2ccco2)nnc1C(F)(F)F	0%	2%	-4%[0.501 µM]
28	CC(C)c1ccc(S(=O)(=O)N2CCN(C(=O)CCc3nc4ccccc4c(=O)[nH]3)CC2)cc1	?	?	nt
29	O=C(c1cc(-c2ccccn2)nc2c(Cl)cccc12)N1CCN(S(=O)(=O)c2ccccc2)CC1	21µM*	?	-4%
30	Cc1ccc2cc(CN(c3cccc(C)c3C)S(=O)(=O)c3ccccc3)c(=O)[nH]c2c1	?	?	-1%
31	O=C(COC(=O)Cc1ccc(Br)cc1)Nc1ccc(Cl)cn1	-3%	0%	-4%
32	CC(Oc1ccccc1F)c1ccnc2nc(/N=C/N(C)C)nn12 (stereo not given)	-21%	1%	-3%
33	O=S(=O)(c1ccccc1Br)N1CCN(c2ncccn2)CC1	-18%	-9%	-2%
34	CCN1CCc2c(sc(NC(=O)COc3ccccc3)c2C(=O)OC)C1	?	?	-2%
35	CS(=O)(=O)N(CC(=O)NCCSCc1cccc(Cl)c1)c1ccc2c(c1)OCO2	?	1%	-4%
36	CNC(=O)c1cnc2sc(N3CCCCCC3)nn2c1=O	0%	20%	2%
37	O=C(NCc1cccc(Cl)c1)c1ccc2c(c1)nc1n2CCOC1	?	1%	-2%
38	CCC(Sc1nc2nccnc2c(=O)n1Cc1ccccc1Cl)C(=O)NC1CCCCC1 (stereo not given)	?	?	-1%
39	COc1ccc(S(=O)(=O)N(CC(=O)NCC2CCCO2)c2ccccc2)cc1OC (stereo not given)	-10%	-15%	-2%
40	Cc1cc2c(N=NC(=O)CCc3ccccc3)c(O)[nH]c2cc1Br	?	?	-2%
41	CCn1c(SCC(=O)N/N=C/c2ccc(C)o2)nnc1-c1ccccc1	-14%	-2%	-11%
42	Cc1cc(C2C(C#N)=C(N)SC(N)=C2C#N)c(C)s1	?	?	-25%
43	O=C(NCCCN=C1NS(=O)(=O)c2ccccc21)c1ccncc1	?	3%	-4%
44	O=C(Nc1nc2nccc(-c3ccccc3)n2n1)c1ccc(F)cc1	-2%	-5%	-2%
45	Cc1ccc(OCC(=O)O/N=C(\N)Cc2ccc(Cl)cc2)cc1	4.6µM*	6.5µM*	-4%
46	COc1ccc([N+](=O)[O-])cc1N(CC(=O)Nc1ccccc1C(=O)N1CCOCC1)S(C)(=O)=O	-1%	9%	-9%
47	CCC(=O)N1CCc2cc(Br)cc(S(=O)(=O)NCCN3CCCCC3CC)c21 (stereo not given)	-1%	-11%	-4%
48	Cc1ccc(-c2c(NC(=O)C(C)C)n(C)c3ccccc3c2=O)cc1	-11%	0%	-3%
49	NS(=O)(=O)c1ccc(NC(=O)CN2C(=O)COc3ccc(Cl)cc32)cc1	-13%	-14%	0%
50	COc1ccc(NC(=O)C(C)Sc2nnc3c4c(nc(-c5ccc(OC)cc5)n23)CC(C)(C)OC4)cc1 (stereo not given)	15µM*	21µM*	-1%

# Some of the entries so far, with one line to a screen.
(25) COc1ccc(C2CC(c3ccccc3Cl)=NN2c2ccc(S(N)(=O)=O)cc2)cc1 (stereo not given)
(26) CCNc1nc(SCC(=O)OC)nc(N2CCOCC2)n1
Assay by compound	25	26
TDP1 cell noCPT	?	-5%
TDP1 cell CPT	?	-8%
GCN5L2 inh	-10%	-1%

# (list continues)
cpd	smiles	TDP1 cell noCPT	TDP1 cell CPT	GCN5L2 inh
51	Cc1cccc(N2CCN(CC(=O)Nc3ccc(S(=O)(=O)N4CCOCC4)cc3)CC2)c1C	9.2µM*	15µM*	-8%
52	CCc1nc2ccc(C(=O)Nc3ccc(C(=O)N(C)C)cc3)cn2c1N(C)CCCc1ccccc1	?	?	nt
53	O=C(c1ccco1)N1CCN(C(=O)c2nn3cccnc3c2Cl)CC1	-1%	-3%	-7%
54	COc1ccc(OC)c(NC(=O)C2CCN(S(=O)(=O)c3c(C)noc3C)CC2)c1	-25%	-12%	-4%
55	COc1ccccc1C(=O)Nc1sc(C(=O)N2CCCC2)c(C)c1C#N	2%	4%	-3%
56	COc1ccc(C2CC(c3cccs3)=NN2S(=O)(=O)c2ccc(C)cc2)cc1 (stereo not given)	23µM*	23µM*	nt
57	O=S(=O)(c1c(Cl)sc(Cl)c1Br)N1CCCC1	?	?	-1%
58	O=S(=O)(c1ccc2[nH]c3c(c2c1)CCCCC3)N1CCN(c2cccc(Cl)c2)CC1	12µM*	18µM*	-9%
59	Cc1cc(NC(=O)C(C)N2C(=O)c3ccccc3S2(=O)=O)no1 (stereo not given)	1%	13%	-4%
60	CC(C)(C)C(=O)N1NC(=Nc2ccccc2)SC1(C)C	21µM*	-28%	-5%
61	O=C(O)C1OC(C(=O)O)C(C(=O)O)C1C(=O)O (stereo not given)	1%	-5%	nt
62	COC1OC2COC(c3ccccc3)OC2C(=O)C1NC(=O)c1ccccc1 (stereo not given)	4%	7%	nt
63	O=C(C/C=N\OCc1ccc(Cl)cc1Cl)Nc1ccccc1	-12%	16%	-16%
64	O=C(CCCOc1ccccc1)NCc1ccco1	3%	0%	-4%
65	C=CCC[C@H](Cc1ccc(F)cc1)C(=O)O[C@H](CNC(=O)[C@@H](CC=C)CC(=O)N(CCO)Cc1ccccc1)c1ccccc1	23µM*	?	-20%
66	Cc1cccc(C)c1OCC(=O)NNC(=O)CCNC(=O)c1ccc(Br)cc1	?	-23%	?
67	Cc1ccc(OCC(=O)Nc2ccc(-c3nc4ccccc4o3)cc2)c(C)c1	-14%	-18%	-2%
68	Cn1c(CN2CCCCC2)nc2cc(NC(=O)c3ccccc3Cl)ccc21	23µM*	16µM*	2%&-2%
69	Cc1ccc(NC(=O)C2(C)CCN2C(=O)Cc2ccc(-c3ccccc3)cc2)cc1 (stereo not given)	16µM*	16µM*	nt
70	O=C(NCC1CCOCC1)c1ccc(-c2ccc(F)c(F)c2)c2ccoc12	10µM*	12µM*	nt
71	CS(=O)(=O)Nc1ccc(C(=O)Nc2ccccc2C(=O)N2CCCC2)cc1	-15%	8%	-14%
72	Cc1ncc2c(c1CNS(=O)(=O)N(C)C)CCN(C(=O)c1c(F)cccc1F)C2	-10%	6%[9.04 µM]	nt
73	COc1ccc(C=NNc2nc3ccccc3s2)cc1	?	-1%	nt

# 3 entries from above, with two lines to a compound:
# Values run as follows: TDP1 cell noCPT | TDP1 cell CPT | GCN5L2 inh
67: Cc1ccc(OCC(=O)Nc2ccc(-c3nc4ccccc4o3)cc2)c(C)c1
 : -14% | -18% | -2%
68: Cn1c(CN2CCCCC2)nc2cc(NC(=O)c3ccccc3Cl)ccc21
 : 23µM* | 16µM* | 2%&-2%
69: Cc1ccc(NC(=O)C2(C)CCN2C(=O)Cc2ccc(-c3ccccc3)cc2)cc1 (stereo not given)
 : 16µM* | 16µM* | nt

# Rewritten in transposed form: entries from further up.
(56) COc1ccc(C2CC(c3cccs3)=NN2S(=O)(=O)c2ccc(C)cc2)cc1 (stereo not given)
(62) COC1OC2COC(c3ccccc3)OC2C(=O)C1NC(=O)c1ccccc1 (stereo not given)
(68) Cn1c(CN2CCCCC2)nc2cc(NC(=O)c3ccccc3Cl)ccc21
(73) COc1ccc(C=NNc2nc3ccccc3s2)cc1
(55) COc1ccccc1C(=O)Nc1sc(C(=O)N2CCCC2)c(C)c1C#N
(69) Cc1ccc(NC(=O)C2(C)CCN2C(=O)Cc2ccc(-c3ccccc3)cc2)cc1 (stereo not given)
Screen / compound no.	56	62	68	73	55	69
TDP1 cell noCPT	23µM*	4%	23µM*	?	2%	16µM*
TDP1 cell CPT	23µM*	7%	16µM*	-1%	4%	16µM*
GCN5L2 inh	nt	nt	2%&-2%	nt	-3%	nt
